LMP1 NFkB inh: EBV LMP1-driven NF-kappaB luciferase reporter inhibitors, primary screen, cell-based, luminescence, single point | LMP1-induced NF-kappaB luciferase reporter cells | inhibition, % at 12.5 µM | 350,000 compounds, 0.69% hits; in the data active = inhibition above about 41%;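 also: 0% = neutral control wells and 100% = reference inhibitor control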
NR2F2 inh: NR2F2 transcriptional activity inhibitors, primary screen, cell-based, luciferase reporter, HEK293T, luminescence | HEK293T NGFI-A luciferase reporter | inhibition, % at 8.6 µM | 370,000 compounds, 0.7% hits | AID 686940, 2013;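 active = inhibition above a per-plate cutoff, mean inhibition of test wells between control levels plus 3 SD, cut at about 38% in these data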;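 also: cells cotransfected with COUP-TFII expression vector driving the NGFI-A reporter; 0% = median of COUP-TF2 test wells and 100% = reporter-only cells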
NCOA3 inh: SRC3 coactivator transcriptional activity inhibitors, primary screen, cell-based, luminescence; inhibition, % at 3.6 µM; AID 588352, 2011; 360,000 compounds, 0.17% hits; HEK293 GAL4-SRC3 luciferase reporter;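 active = inhibition above a per-campaign cutoff, the mean of all compounds plus 3 SD, cut at about 60% in these data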;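 also: 0% = DMSO-treated cells and 100% = gossypol-treated cells at 36 µM; higher means less SRC3-driven luciferase light from the GAL4 reporter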
MC4R barr agon: MC4R agonists recruiting beta-arrestin, primary screen, cell-based, luminescence, agonist arm of biased-ligand search | 360,000 compounds, 0.98% hits | activation, % at 8.9 µM | Melanocortin receptor 4 (Homo sapiens), P32245 | U2OS MC4R beta-arrestin complementation; percent of melanotan II response, DMSO zero;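 active = activation above a per-plate cutoff, the mean activation of sample wells on that plate plus 3 SD, cut at about 8% in these data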
MC4R antag cAMP: MC4R antagonists of cAMP signaling, primary screen, cell-based, TR-FRET, antagonist arm of biased-ligand search | inhibition, % at 6.5 µM | Melanocortin receptor 4 (Homo sapiens), P32245 | AID 540295, 2011 | 360,000 compounds, 0.48% hits | MC4R-expressing cells, MTII-stimulated cAMP, LANCE TR-FRET;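 active = inhibition above its plate's cutoff, the mean of tested wells on that plate plus 3 SD, cut at about 29% in these data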;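 also: 0% = Melanotan II alone and 100% = Melanotan II plus saturating MCL0020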
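Assay system: human MC4R-expressing U2OS cells; reagent: Melanotan II stimulation of cells; dosing: 6.5 µM single dose; timing: compound 30 min, challenge 1 h, detection 1 h; signal: TR-FRET cAMP assay; replicates: one well per compound, no replicates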
SRC2 inh: inhibition of GAL4-SRC2 driven luciferase reporter, primary screen, SRC2 inhibitor project, cell-based, luminescence; Nuclear receptor coactivator 2 (Homo sapiens), Q15596; HEK293 GAL4-SRC2 luciferase reporter; inhibition, % at 9 µM; 370,000 compounds, 0.17% hits;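 active = inhibition above the mean inhibition of all tested compounds plus 3 SD, set per campaign, cut at about 52% in these data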;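 also: 0% = DMSO treated cells and 100% = cells given Gossypol at 36 µM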
NCOA1 inh: SRC1 coactivator transcriptional activity inhibitors, primary screen, cell-based, luminescence. Nuclear receptor coactivator 1 (Homo sapiens), Q15788. HEK293 GAL4-SRC1 luciferase reporter. inhibition, % at 3.6 µM. 360,000 compounds, 0.12% hits. AID 588354, 2011;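 active = inhibition above the campaign mean plus 3 SD, with each screening campaign given its own cutoff, cut at about 60% in these data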;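 also: 0% = DMSO treated cells and 100% = gossypol at 36 µM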
TLR9-MyD88 inh: inhibitors of TLR9-MyD88 association in cells, primary screen, cell-based, CHO, BLA complementation, fluorescence. 340,000 compounds, 0.21% hits. AID 504734, 2011. inhibition, % at 4.98 µM. Toll-like receptor 9 (Homo sapiens) + Myeloid differentiation primary response protein …. CCF4 FRET ratio;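 active = inhibition above the mean over all tested compounds plus 3 SD, cut at about 21% in these data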;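 also: 0% = DMSO only wells and 100% = clavulanate BLA inhibitor control wells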
NOD2 RIPK2 PPI: NOD2-RIPK2 binding disruptors in cells, primary screen, fluorescence, CHO cells, BLA complementation | Receptor-interacting serine/threonine-protein kinase 2 (Homo sapiens), O43353 | CCF4 ratio | inhibition, % at 4.98 µM | 360,000 compounds, 0.38% hits; in the data active = inhibition above about 21%;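 also: 0% = vehicle only and 100% = reference blocker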
ABHD5-PLIN5 inh: ABHD5-PLIN5 interaction inhibitors, primary screen, cell lysate, split luciferase complementation, luminescence. Perilipin-5 (Homo sapiens) + 1-acylglycerol-3-phosphate O-acyltransferase ABHD5 (Homo …. Split G. princeps luciferase complementation, 4 h. inhibition, % at 4 µM. 360,000 compounds, 0.78% hits. AID 602281, 2012;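 active = inhibition above the mean inhibition across every tested compound plus 3 SD, cut at about 22% in these data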;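 also: 0% = DMSO only wells and the 100% control is not disclosed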
NR5A2 inv ag: LRH-1 (NR5A2) inverse agonists, primary screen, cell-based, luminescence, HEK293T, StAR-luciferase reporter. Nuclear receptor subfamily 5 group A member 2 (Homo sapiens), O00482. LRH-1 transfected, 24 h. inhibition, % at 3.6 µM. 360,000 compounds, 0.13% hits;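 active = inhibition above the mean inhibition of all tested compounds plus 3 SD, cut at about 73% in these data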;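 also: 0% = DMSO wells and 100% = reporter-only cells lacking LRH-1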
Numbers without * were called inactive; . = not tested or not shown. Some of the compounds tested (hit frequency here may not be typical).

Results follow in this order: MC4R barr agon | NOD2 RIPK2 PPI | NCOA3 inh | TLR9-MyD88 inh | ABHD5-PLIN5 inh | SRC2 inh | NR2F2 inh | NCOA1 inh | LMP1 NFkB inh | NR5A2 inv ag | MC4R antag cAMP
- CCOc1ccc(CN2CCN(C(=O)c3ccco3)CC2)cc1
    -0.6 | -8 | 8 | -16 | 3 | 7 | 9 | 7 | 1 | 5 | 2
- O=C1CC(c2ccc(F)cc2)c2cc3c(cc2N1)CCC3 (configuration not stated)
    5.8 | -4 | 8 | 9 | 2 | 5 | 7 | -14 | -6 | 18 | 14
- CC(CCn1cccn1)NC(=O)CCc1nnc(C2CCCCC2)o1 (configuration not stated)
    -4.5 | -5 | -8 | 4 | 5 | -6 | -9 | 2 | -5 | -8 | 4
- O=C(COc1ccc(Br)cc1)N1CCN(S(=O)(=O)/C=C/c2ccccc2)CC1
    1.0 | 1 | 12 | -2 | -17 | 14 | 20 | -9 | 7 | 26 | 10
- COc1ccc(OC)c(CNC(=O)c2nn(C)c3c2CS(=O)(=O)c2ccccc2-3)c1
    -1.8 | -9 | -11 | 0 | -1 | -14 | -28 | -1 | -1 | 10 | 7
- Cc1ccc(C(=O)N/C(=C\c2ccc(-c3cccc([N+](=O)[O-])c3)o2)C(=O)NC(C)(C)C)cc1
    1.3 | 0 | 18 | 4 | 3 | 10 | -6 | 7 | 4 | 7 | -4
- OCCC1CN(Cc2cnc(-c3ccccc3)s2)CCN1C1CCCCC1 (configuration not stated)
    1.4 | -6 | -5 | -1 | 1 | -11 | 1 | -52 | -6 | -18 | 13
- CCN(C(=O)c1ccc(NC(=O)Cc2ccccc2)cc1)c1ccccc1
    -1.9 | 1 | 26 | 10 | 3 | -11 | -11 | -16 | -3 | -22 | 8
- O=C(N/N=C/c1cc(Br)cc(Br)c1O)c1cccc(N2CCCC2=O)c1
    1.4 | 2 | 21 | 6 | 1 | 5 | 28 | 15 | 6 | 2 | 7
- CCCC(=O)Nc1ccccc1NC(=O)c1ccc(OC)cc1
    -2.7 | 6 | 4 | -3 | -4 | -27 | -3 | -17 | 1 | -5 | 11
- Cc1ccccc1NC(=O)N1CCN(C(=O)c2ccco2)CC1
    -0.4 | 0 | 2 | 3 | -1 | -7 | 1 | -1 | -3 | 5 | -5
- O=C(Nc1ccc(Cl)cc1Cl)c1cc2ccccc2o1
    1.1 | 5 | -84 | 8 | -4 | -53 | -8 | -110 | -40 | -83 | 25
- O=[N+]([O-])c1ccccc1CNCCCCCO
    -2.5 | 1 | -11 | -1 | -4 | -7 | -11 | -9 | -10 | 12 | 5
- FC(F)(F)Oc1ccc(Nc2nc3ccccc3o2)cc1
    1.0 | 5 | -57 | 11 | -17 | -32 | -42 | -83 | -38 | -96 | 0
- Cc1cc(Br)c(Oc2cc(NN3CCCCC3)c([N+](=O)[O-])cc2[N+](=O)[O-])c(Br)c1
    -0.7 | -9 | -9 | -5 | 4 | 1 | 10 | -15 | 11 | -16 | -1
- CCC(=O)NCCc1cc2cc(C)c(C)cc2[nH]c1=O
    -1.0 | -11 | -13 | 1 | 5 | -10 | 4 | -26 | -9 | -8 | 2
- O=C(CNS(=O)(=O)c1ccccc1)NCC(=O)N1CCCCC1
    -1.3 | -8 | 8 | -10 | 2 | -2 | 2 | -7 | -7 | -2 | 4
- COc1cc(S(=O)(=O)n2c(C)nc3ccccc32)ccc1F
    -1.7 | -3 | -7 | 3 | 2 | 15 | -31 | 11 | -2 | 6 | 0
- O=C(NNC(=S)NCc1ccccc1)c1cccc([N+](=O)[O-])c1
    0.1 | -4 | 6 | 0 | 4 | -29 | -20 | -20 | 6 | 5 | -5
- CCc1cc(SC#N)cc(C)c1NC(=O)CCl
    3.5 | 24* | 12 | 7 | -23 | 12 | -1 | 19 | -7 | 37 | -22
- Cc1ccc(-c2n[nH]c(S(C)(=O)=O)c2C#N)cc1
    -1.6 | 9 | -13 | 1 | -8 | 2 | 12 | -9 | -10 | 3 | 16
- O=C(NNC(=O)c1ccc2ccccc2c1)c1cccc(Br)c1
    -0.2 | -3 | -15 | -3 | -3 | -2 | 6 | -15 | 3 | -5 | -2
- CCn1c(CSc2nncn2-c2ccc(OC)cc2)nc2cc(S(=O)(=O)N(C)C)ccc21
    -0.8 | -6 | 8 | -1 | -8 | -10 | -1 | -4 | -4 | 3 | 3
- Cc1ccc(NC(=O)CN(C)C(=O)CCC(=O)N2CCOCC2)cc1
    -0.9 | -4 | 3 | -2 | -3 | -16 | -6 | -11 | 6 | -9 | 11
- COC(=O)c1ccc(-c2noc(CN3C[C@H]4CC[C@H]3C4)n2)cc1
    -2.6 | -5 | -22 | 2 | 0 | -15 | -21 | -56 | -11 | -27 | 3
- CC1=C(CC(=O)O)c2cc(F)ccc2/C1=C/c1ccc(S(C)=O)cc1 (configuration not stated)
    0.1 | 5 | 4 | 4 | 10 | -5 | 17 | -6 | 0 | 0 | -2
- CCn1c(SCC(=O)Nc2ccc(C)cc2)nc2sc3c(c2c1=O)CCN(C)C3
    -3.0 | -8 | -8 | -10 | 5 | -16 | -4 | -6 | 3 | -9 | -9
- COc1ccc(S(=O)(=O)N2CCOC2CNC(=O)C(=O)NCCc2ccc(S(N)(=O)=O)cc2)cc1 (configuration not stated)
    -0.1 | 0 | 4 | 0 | 8 | 3 | -5 | 0 | 2 | -9 | 3
- CCOC(=O)C1CCN(CC(=O)NC(=O)NC2CCCCC2)CC1
    -0.1 | 6 | -5 | 0 | 5 | 5 | -7 | -8 | 1 | 2 | 0
- S=C(NCc1ccccc1)N1CCN(C(=S)NCc2ccccc2)CC1
    -0.1 | 3 | 18 | 5 | 0 | 0 | 23 | 2 | -4 | 9 | 11
- C[C@H](NC(=O)C(c1ccccc1)c1ccccc1)c1ccccc1
    -1.5 | -4 | 4 | -1 | 1 | 3 | 8 | -18 | . | 11 | 3
- COc1ccc(/C=C2\SC(=Nc3ccccc3Cl)NC2=O)c(OC)c1
    2.0 | -2 | -7 | 7 | 0 | -12 | 4 | -20 | 8 | 2 | 1
- CC(NCc1nc2ccccc2n1C)C12CC3CC(CC(C3)C1)C2 (configuration not stated)
    5.3 | 2 | 21 | 4 | -2 | -6 | -21 | 5 | 5 | 14 | 1
- CC(C)C[C@H]1CNC(=S)N1CC1CCN(CC2CCCC2)CC1
    3.2 | -2 | 15 | -8 | 0 | -16 | 10 | -1 | -1 | -1 | 7
- COc1ccccc1CNS(=O)(=O)c1ccc2c(c1)NC(=O)C(C)S2 (configuration not stated)
    -1.5 | -4 | -5 | 9 | -5 | 20 | 12 | 2 | 4 | 5 | 4
- CCOc1ccc(NS(=O)(=O)c2cc(C(=O)N3CCN(C(C)=O)CC3)ccc2Cl)cc1
    -2.7 | 10 | 2 | 2 | -5 | 0 | 7 | 1 | -1 | -6 | -3
- Oc1ccccc1/C=N/NC(=S)NC1CC2CCC1C2 (configuration not stated)
    12* | 5 | -23 | 3 | 9 | -36 | -28 | -45 | -12 | -122 | 11
- O=C(Nc1cc(Sc2ccccn2)cc([N+](=O)[O-])c1)c1ccc([N+](=O)[O-])cc1
    2.7 | 0 | 6 | -10 | -6 | -40 | 1 | -4 | 0 | -4 | 10
- CCOC(=O)C1CCN(C(=O)c2ccccc2NS(=O)(=O)c2ccc(F)c(F)c2)CC1
    1.2 | 3 | 6 | 2 | 9 | -16 | 10 | -2 | -1 | 19 | -9
- COc1ccc(C(=O)NNC(=O)CSc2nnc(-c3cccnc3)n2C)cc1
    -0.4 | 1 | 3 | 9 | 8 | 9 | 1 | 1 | -9 | 1 | 1
- COc1ccc(OC)c(CN2CCCC(CCC(=O)N(C)CCc3ccccn3)C2)c1 (configuration not stated)
    -0.4 | -4 | 19 | 4 | 1 | -12 | 4 | -6 | -5 | 14 | 1
- O=C(CCN1C(=O)NC2(CCCC2)C1=O)Nc1ccc(-c2nc3ccccc3s2)cc1
    2.1 | 15 | -59 | -5 | -1 | -64 | -21 | -100 | -2 | -170 | 14
- CC1(CCc2ccccc2)NC(=O)N(CC(=O)O)C1=O (configuration not stated)
    0.9 | 8 | 1 | -4 | -5 | 4 | -15 | -4 | 2 | -8 | 0
- Cc1noc(C)c1S(=O)(=O)Nc1ccc(C(=O)Nc2ccc(OC(F)(F)F)cc2)cc1
    -1.2 | -7 | 7 | 13 | -9 | -7 | -9 | -1 | 1 | -8 | 3
- Clc1ccc(-c2ccc(CNCc3ccccn3)o2)cc1
    1.9 | -1 | -26 | -8 | 2 | -24 | -8 | -12 | -80 | -24 | 8
- CCc1nc(SCc2ccc(C(=O)OC)o2)c2c(=O)n(C)c(=O)n(C)c2n1
    0.9 | -5 | -41 | -13 | -8 | 12 | 6 | 8 | 11 | 11 | 6
- Cc1ccc(C(=O)NCN2CCN(c3ccccc3)CC2)cc1
    -4.0 | 3 | 12 | -4 | 2 | -2 | -16 | -26 | 5 | 8 | 2
- O=C(CN(Cc1ccccc1Cl)C(=O)Cn1nnc(-c2cccs2)n1)NCC1CCCO1 (configuration not stated)
    -0.7 | -17 | 12 | 0 | -1 | . | . | -8 | 5 | 2 | 3
- O=C(NCCCN1CCOCC1)c1cc(-c2cccc(Br)c2)nc2ccccc12
    -0.3 | -26 | 2 | 0 | 1 | 1 | -9 | 15 | -3 | 4 | -2
- O=C1N/C(=C\c2ccccc2)C(O)=C1C=NCc1ccccc1
    0.4 | -3 | -14 | 3 | 8 | -4 | 5 | 1 | -11 | -35 | -1
- C[C@H](CO)N1C[C@H](C)[C@@H](CN(C)S(C)(=O)=O)Oc2c(NC(=O)Nc3ccc(C(F)(F)F)cc3)cccc2C1=O
    -0.5 | -5 | -5 | -3 | 4 | -11 | -20 | -14 | -2 | -12 | 0
